Bioassay records deposited in PubChem BioAssay by Broad Institute.
Pf Dd2 growth = P. falciparum Dd2 growth inhibitors, primary screen, SYBR Green fluorescence, single dose replicates | 72 h; active compounds read low | activity change, % at 10 µM | 94,000 compounds, 2.3% hits; in the data active means activity change below about -80%
Tcruzi prolif = T. cruzi intracellular proliferation inhibitors, primary screen, cell-based, beta-gal Tulahuen parasites, NIH3T3 host, luminescence. T. cruzi beta-gal in NIH3T3, GalScreen luminescence, 90 h. inhibition, % at 8.34 µM. 77,000 compounds, 5.9% hits. AID 624255, 2012;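 active means mean inhibition above about 93%, with at least 55% of replicates each passing it, limit read from the data, passing the limit was not always enough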
KDM4C inh = inhibitors of GASC-1 (KDM4C) histone demethylase, primary screen, biochemical, single concentration HTS; inhibition, % at 12.5 µM; 96,000 compounds, 0.15% hits; GST-KDM4C 2-372, H3K9me3 peptide, LANCE TR-FRET;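 active means mean replicate inhibition above about 25%, with at least 55% of replicates also reaching it, limit read from the data, passing the limit was not always enough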
Target sequence (Q9H3R0 2-372 limits assumed): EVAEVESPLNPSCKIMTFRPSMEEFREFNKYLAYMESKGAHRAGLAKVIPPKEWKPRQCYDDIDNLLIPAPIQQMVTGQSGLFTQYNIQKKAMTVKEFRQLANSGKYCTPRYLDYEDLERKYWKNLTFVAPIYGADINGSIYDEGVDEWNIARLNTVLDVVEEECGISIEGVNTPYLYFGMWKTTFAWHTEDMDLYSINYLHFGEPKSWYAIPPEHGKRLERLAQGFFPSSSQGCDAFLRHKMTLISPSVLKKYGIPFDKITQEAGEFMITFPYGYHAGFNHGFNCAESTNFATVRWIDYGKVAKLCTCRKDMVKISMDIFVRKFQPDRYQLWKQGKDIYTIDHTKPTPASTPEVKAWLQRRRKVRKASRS
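Test system – GST-tagged GASC-1 (JMJD2C) catalytic fragment, aa 2-372 · Medium – HEPES buffer, pH 7.5, plus ascorbate · Reagent – H3K9me3 peptide with Fe(II)/2OG · Compound – one test concentration per compound · Timing – 30 min reaction, 60 min detection, RT · Technique – TR-FRET with Eu antibody and ULight streptavidin, EDTA stop · Read-out basis – inhibition from TR-FRET ratio decrease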
C diff HTS = C. difficile growth inhibitors, primary screen, HTS; 86,000 compounds, 0.25% hits; AID 1259249, 2017; Clostridium difficile clinical isolate growth, OD600, 24 h; active compounds read low; growth activity, negative = inhibition, % at 16 µg/mL (by protocol);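 active means mean growth activity at or below -80% and every replicate also at or below -80%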;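 further: 0% = DMSO wells and -100% = levofloxacin 16 µg/mL wells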
* marks the source's active call; other numbers are inactive results; . = no result given.

Abbreviations: A = Pf Dd2 growth; B = Tcruzi prolif; C = KDM4C inh; D = C diff HTS
(1) CCC(=O)N1CC2(CCN(Cc3cncnc3)CC2)c2c([nH]c3cc(OC)ccc23)[C@H]1CO
  A = -54 | B = . | C = -1.9 | D = -8

(2) Cc1noc(C)c1S(=O)(=O)N(C)C[C@H]1Oc2ccc(NC(=O)CCCN(C)C)cc2C(=O)N([C@@H](C)CO)C[C@H]1C
  A = 21 | B = -3 | C = 3.1 | D = -1

(3) O=C(N[C@@H]1CC[C@H](CCNC(=O)C2CCCC2)O[C@@H]1CO)c1ccncc1
  A = -2 | B = . | C = 0.5 | D = 0

(4) CC(C)NC(=O)Nc1ccc2c(c1)C(=O)N([C@H](C)CO)C[C@H](C)[C@H](CN(C)C(=O)NC1CCCCC1)OCCCC[C@H](C)O2
  A = -68 | B = 18 | C = -1.1 | D = -2

(5) COCC(=O)N1CC2(C1)[C@H](c1ccccc1)[C@H](CO)N2CCC(F)(F)F
  A = 10 | B = . | C = -0.6 | D = -2

(6) COC(=O)c1ccc(CN2CC(=O)N3[C@H](CO)[C@@H](c4ccc(-c5cccnc5)cc4)[C@H]3C2)cc1
  A = 17 | B = . | C = 1.0 | D = -2

(7) CCS(=O)(=O)N1CCCCN2[C@@H](CO)[C@@H](c3ccc(C4=CCCC4)cc3)[C@@H]2C1
  A = -12 | B = 79 | C = -1.1 | D = -4

(8) C[C@@H]1CCCCO[C@@H](CN(C)C(=O)Nc2cccc3ccccc23)[C@H](C)CN([C@@H](C)CO)C(=O)c2cc(NC(=O)C3CCCCC3)ccc2O1
  A = -83* | B = 113 | C = -7.7 | D = -4

(9) Cc1cc(C(=O)Nc2cccc3c2O[C@@H](CN(C)C(=O)Nc2ccc(C(F)(F)F)cc2)[C@H](C)CN([C@H](C)CO)C3=O)n(C)n1
  A = -3 | B = -1 | C = 10 | D = -3

(10) C[C@@H]1CN([C@H](C)CO)C(=O)c2cccc(NS(=O)(=O)c3cn(C)cn3)c2O[C@@H]1CN(C)Cc1ccc2c(c1)OCO2
  A = 31 | B = -61 | C = -1.4 | D = -1

(11) C[C@H]1CN([C@@H](C)CO)S(=O)(=O)c2ccc(-c3cccc(C#N)c3)cc2O[C@@H]1CN(C)C(=O)c1ccc(F)cc1
  A = -33 | B = 83 | C = -2.1 | D = -4

(12) C[C@@H]1CCCCO[C@@H](CN(C)S(=O)(=O)c2ccc(F)cc2)[C@H](C)CN([C@H](C)CO)C(=O)c2cc(NC(=O)NC3CCCCC3)ccc2O1
  A = -72 | B = 81 | C = -0.2 | D = 16

(13) COCC(=O)N[C@@H]1CC[C@@H](CC(=O)NCc2ccccc2OC)O[C@@H]1CO
  A = -1 | B = 40 | C = -0.2 | D = .

(14) CCc1sc(N2[C@H](C#N)[C@H](c3ccccc3-c3cccc(C)c3)[C@H]2CO)nc1C
  A = 4 | B = . | C = -0.1 | D = -9

(15) COc1ccc(CN(C)C[C@@H]2Oc3ccc(NC(=O)NC(C)C)cc3C(=O)N([C@@H](C)CO)C[C@@H]2C)cc1
  A = 9 | B = -23 | C = 0.3 | D = -2

(16) CNC(=O)C[C@@H]1CC[C@@H]2[C@@H](COc3ccc(NC(=O)Nc4ccc(C)cc4)cc3C(=O)N2C)O1
  A = -3 | B = -5 | C = 2.4 | D = 19

(17) C/C=C/c1ccc([C@@H]2[C@@H](CO)N(C(=O)CN(C)C)C23CN(C(=O)C2CCCCC2)C3)cc1
  A = -9 | B = . | C = -1.3 | D = -3

(18) C[C@H](CO)N1C[C@H](C)[C@@H](CN(C)C)Oc2cc(-c3cccc(F)c3)ccc2S1(=O)=O
  A = . | B = -18 | C = 0.5 | D = -4

(19) COCC(=O)N1CCCCN2[C@H](CO)[C@@H](c3ccc(C#Cc4cccnc4)cc3)[C@@H]2C1
  A = 20 | B = 88 | C = -0.7 | D = -7

(20) C[C@@H]1CN([C@@H](C)CO)C(=O)c2cc(C3=CCCC3)cnc2O[C@H]1CN(C)C(=O)CN1CCOCC1
  A = 34 | B = 54 | C = -0.3 | D = 1

(21) COc1ccc2c3c(n(C)c2c1)[C@@H](CO)N(CC1CC1)CC31CCN(C(=O)Nc2c(C)noc2C)CC1
  A = -41 | B = . | C = 0.8 | D = -6

(22) O=C(C[C@@H]1CC[C@@H](NC(=O)CCN2CCCCC2)[C@H](CO)O1)NCc1ccc(Cl)c(Cl)c1
  A = 6 | B = 1 | C = -0.8 | D = .

(23) COc1ccc(CN(C)C[C@H]2OCCCC[C@@H](C)Oc3ccc(NC(=O)CCC(F)(F)F)cc3C(=O)N([C@@H](C)CO)C[C@H]2C)cc1
  A = -16 | B = -103 | C = 0.9 | D = 3

(24) COc1cccc(S(=O)(=O)N[C@H]2C=C[C@@H](CC(=O)NCc3ccc(F)cc3)O[C@H]2CO)c1
  A = 15 | B = 1 | C = -0.2 | D = .

(25) C[C@@H]1CN([C@@H](C)CO)S(=O)(=O)c2ccc(-c3ccc(C(=O)N(C)C)cc3)cc2O[C@H]1CN(C)Cc1ccc2c(c1)OCO2
  A = -84* | B = . | C = -0.6 | D = -2

(26) C[C@H]1CN([C@@H](C)CO)C(=O)c2cc(-c3cccnc3)cnc2O[C@H]1CN(C)C(=O)Nc1ccc2c(c1)OCO2
  A = 15 | B = -12 | C = 1.3 | D = 1

(27) C[C@H](O)C#Cc1ccc([C@H]2[C@@H](CO)N3CCCCN(C(=O)c4cccc(F)c4)C[C@H]23)cc1
  A = -18 | B = 56 | C = 1.0 | D = 5

(28) CCC(=O)N[C@@H]1CC[C@@H](CC(=O)NCC2CC2)O[C@@H]1CO
  A = 3 | B = . | C = -0.6 | D = -4

(29) CCCNC(=O)N1C[C@H](C)[C@@H](OC)CN(C)C(=O)c2cc(NC(=O)C3CCC3)ccc2OC[C@H]1C
  A = . | B = -8 | C = 0.4 | D = .

(30) CCN1[C@@H]2Cn3c(ccc(-c4ccccc4)c3=O)[C@H]1[C@@H](C(=O)NC1CCC1)[C@@H]2CO
  A = -8 | B = 7 | C = 0.4 | D = -5

(31) CN1C[C@H]2[C@@H](c3ccccc31)[C@@H](CO)N2C(=O)Nc1ccccc1Cl
  A = -1 | B = 49 | C = -0.6 | D = -6

(32) C[C@H]1CN([C@@H](C)CO)C(=O)c2cc(NC(=O)CCCN(C)C)ccc2O[C@H]1CN(C)Cc1ccc(Cl)c(Cl)c1
  A = -9 | B = -55 | C = 7.4 | D = 4

(33) O=C(c1ccccc1)N1CC(=O)N2[C@H](CO)[C@H](c3ccc(C#Cc4ccccc4)cc3)[C@H]2C1
  A = -72 | B = . | C = -0.7 | D = -2

(34) C[C@H](CO)N1C[C@H](C)[C@@H](CN(C)Cc2ccc(C(=O)O)cc2)OCCCC[C@H](C)Oc2ccc(NS(=O)(=O)c3ccc(Cl)cc3)cc2C1=O
  A = -34 | B = -7 | C = -0.3 | D = -5

(35) COCCN(C[C@H]1N[C@H](CO)[C@H]1c1ccc(-c2ccc(F)cc2)cc1)C(C)=O
  A = -10 | B = -48 | C = -1.7 | D = -2

(36) N#C[C@H]1[C@@H](c2ccccc2C2=CCCC2)[C@H](CO)N1C(=O)Cc1ccncc1
  A = 22 | B = . | C = 3.9 | D = -1

(37) C[C@@H]1CN([C@H](C)CO)C(=O)Cc2cc(NC(=O)Nc3ccc(C(F)(F)F)cc3)ccc2O[C@@H]1CN(C)Cc1ccc(-c2ccccc2)cc1
  A = 20 | B = 43 | C = 0.9 | D = 19

(38) O=C(Nc1ccccc1F)N[C@@H]1CC[C@@H](CCNC(=O)C2CCCC2)O[C@@H]1CO
  A = -10 | B = . | C = -0.9 | D = -3

(39) C[C@@H]1CN([C@@H](C)CO)C(=O)c2cc(NC(=O)Nc3ccc(C(F)(F)F)cc3)ccc2O[C@H]1CN(C)C(=O)Nc1ccc(C(F)(F)F)cc1
  A = -43 | B = 44 | C = 0.3 | D = 0

(40) COCC#Cc1ccc(CC[C@H]2O[C@H]3CC[C@@H](CO)O[C@H]3C[C@H]2n2cc(C(C)(C)O)nn2)cc1
  A = -20 | B = . | C = . | D = -3

(41) C[C@@H]1CN([C@@H](C)CO)C(=O)c2cc(C3=CCCCC3)cnc2O[C@@H]1CN(C)C(=O)Nc1ccccc1
  A = . | B = 40 | C = -1.3 | D = 2

(42) COC(=O)C[C@H]1CC[C@H]2[C@H](COc3ccc(NC(=O)c4cnccn4)cc3C(=O)N2C)O1
  A = 16 | B = -33 | C = 3.5 | D = -2

(43) C[C@@H]1CN([C@@H](C)CO)C(=O)Cc2cc(NC(=O)c3ccncc3)ccc2O[C@@H]1CN(C)Cc1ccc(C(F)(F)F)cc1
  A = -15 | B = 26 | C = -0.5 | D = -1

(44) COc1ccc(S(=O)(=O)N(C)C[C@@H]2Oc3c(NS(C)(=O)=O)cccc3C(=O)N([C@@H](C)CO)C[C@H]2C)cc1
  A = -9 | B = -39 | C = 0.6 | D = -3

(45) COCC#Cc1cnc2c(c1)C(=O)N([C@H](C)CO)C[C@@H](C)[C@@H](CN(C)C(=O)Nc1cc(F)ccc1F)O2
  A = -6 | B = . | C = -3.2 | D = 0

An excerpt of these results, in transposed form.
#41 C[C@@H]1CN([C@@H](C)CO)C(=O)c2cc(C3=CCCCC3)cnc2O[C@@H]1CN(C)C(=O)Nc1ccccc1
#42 COC(=O)C[C@H]1CC[C@H]2[C@H](COc3ccc(NC(=O)c4cnccn4)cc3C(=O)N2C)O1
#43 C[C@@H]1CN([C@@H](C)CO)C(=O)Cc2cc(NC(=O)c3ccncc3)ccc2O[C@@H]1CN(C)Cc1ccc(C(F)(F)F)cc1
#44 COc1ccc(S(=O)(=O)N(C)C[C@@H]2Oc3c(NS(C)(=O)=O)cccc3C(=O)N([C@@H](C)CO)C[C@H]2C)cc1

| assay / compound | 41 | 42 | 43 | 44 |
| --- | --- | --- | --- | --- |
| Pf Dd2 growth | . | 16 | -15 | -9 |
| Tcruzi prolif | 40 | -33 | 26 | -39 |
| KDM4C inh | -1.3 | 3.5 | -0.5 | 0.6 |
| C diff HTS | 2 | -2 | -1 | -3 |

Looked up above.
In Pf Dd2 growth, entry 37 is listed with 20
In C diff HTS, entry 34 is listed with -5
In KDM4C inh, entry 45 is listed with -3.2
In Tcruzi prolif, entry 41 is listed with 40

Later entries
Abbreviations: A = Pf Dd2 growth; B = Tcruzi prolif; C = KDM4C inh; D = C diff HTS
(46) COc1ccc2c3c(n(C)c2c1)[C@H](CO)N(C(=O)C1CCOCC1)CC31CCN(C(=O)Nc2cccc(F)c2)CC1
  A = -19 | B = . | C = -1.4 | D = 4

(47) COCC(=O)N(C)C[C@@H]1Oc2ncc(C#CC(C)(C)O)cc2C(=O)N([C@@H](C)CO)C[C@@H]1C
  A = 34 | B = 40 | C = -1.5 | D = -3

(48) CC=Cc1ccc2n(c1=O)C[C@H]1[C@H](CO)[C@@H](C(=O)Nc3ccccc3)[C@@H]2N1C(=O)CC1CC1 (mixture of isomers)
  A = -10 | B = 10 | C = -0.1 | D = -4

(49) COc1ccc(S(=O)(=O)N[C@H]2CC[C@@H](CCn3cc(-c4ccccc4F)nn3)O[C@H]2CO)cc1
  A = -56 | B = 59 | C = -1.4 | D = -2

(50) CN(C)c1ccc2c(c1)[C@H]1C[C@H](CC(=O)NCc3ccc4c(c3)OCO4)O[C@@H](CO)[C@H]1O2
  A = 3 | B = 16 | C = 6.7 | D = .

(51) COCC(=O)N(C)C[C@H]1Oc2ncc(C#CCC3CCCC3)cc2C(=O)N([C@H](C)CO)C[C@H]1C
  A = -2 | B = 38 | C = 1.5 | D = -8

(52) Cc1noc(C)c1NC(=O)N(C)C[C@@H]1Oc2ccc(NS(=O)(=O)c3ccc(Cl)cc3)cc2C(=O)N([C@@H](C)CO)C[C@@H]1C
  A = -14 | B = -18 | C = -3.9 | D = -2

(53) CCC(=O)N1CC2(C1)[C@H](c1ccccc1)[C@@H](CO)N2CC1CCCC1
  A = -10 | B = . | C = -0.7 | D = 3

(54) CO[C@H]1CN(C)C(=O)c2ccc(NS(=O)(=O)c3ccccc3)cc2OC[C@@H](C)N(C(=O)NC(C)C)C[C@@H]1C
  A = 18 | B = 14 | C = -0.4 | D = -3

(55) COCc1cn(CC[C@@H]2CC[C@H](NC(=O)CCN3CCCCC3)[C@@H](CO)O2)nn1
  A = 6 | B = -27 | C = 67* | D = 4

(56) Cc1noc(C)c1NC(=O)Nc1cccc2c1O[C@@H](CN(C)S(C)(=O)=O)[C@H](C)CN([C@H](C)CO)C2=O
  A = 23 | B = 1 | C = 0.3 | D = -5

Record cards (already shown).
`CC=Cc1ccc2n(c1=O)C[C@H]1[C@H](CO)[C@@H](C(=O)Nc3ccccc3)[C@@H]2N1C(=O)CC1CC1` (mixture of isomers) is entered as Pf Dd2 growth: -10; Tcruzi prolif: 10; KDM4C inh: -0.1; C diff HTS: -4
`COc1ccc2c3c(n(C)c2c1)[C@H](CO)N(C(=O)C1CCOCC1)CC31CCN(C(=O)Nc2cccc(F)c2)CC1` is entered as Pf Dd2 growth: -19; Tcruzi prolif: .; KDM4C inh: -1.4; C diff HTS: 4
